Screening data: PubChem BioAssay, Sanford-Burnham Center for Chemical Genomics
UBC13 inh = inhibitors of human UBC13 polyubiquitin chain formation; TR-FRET; 330,000 compounds, 0.47% hits; AID 485273; P61088; inhibition, % at 20 µM; in the data active = inhibition above about 45%, passing the limit was not always enough
CXCR6 inh = CXCR6 (human) receptor inhibition | 360,000 compounds, 0.36% hits | CHO-K1 PathHunter CXCR6 beta-arrestin, luminescence | AID 602244 | inhibition, % at 20 µM; in the data active = inhibition above about 34%, passing the limit was not always enough;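 note: antagonist mode with CXCL16 agonist at 10 nM final; 0% = 10 nM CXCL16 with DMSO and 100% = unstimulated wells without agonist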
Target sequence (O00574 whole entry, looked up): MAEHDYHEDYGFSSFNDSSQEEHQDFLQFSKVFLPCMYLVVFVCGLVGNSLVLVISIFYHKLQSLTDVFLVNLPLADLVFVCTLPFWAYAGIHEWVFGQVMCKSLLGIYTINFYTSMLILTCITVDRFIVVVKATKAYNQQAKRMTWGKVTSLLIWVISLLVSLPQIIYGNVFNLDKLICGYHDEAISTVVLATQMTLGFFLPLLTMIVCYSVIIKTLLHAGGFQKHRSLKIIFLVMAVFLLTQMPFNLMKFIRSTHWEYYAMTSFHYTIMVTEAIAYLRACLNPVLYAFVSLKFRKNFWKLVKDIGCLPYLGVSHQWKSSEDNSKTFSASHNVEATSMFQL
APJ antag = APJ receptor antagonism; P35414; CHO-K1 APJ beta-arrestin complementation, luminescence; inhibition, % at 20 µM; 330,000 compounds, 0.32% hits;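 active = inhibition above about 40% at 20 µM, limit read from the data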;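 note: cells challenged with 10 nM apelin-13 agonist together with compound; plate controls were apelin-13 plus DMSO wells for no effect and DMSO wells lacking apelin-13 for full effect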
ATG4B inh = blocks human ATG4B protease cleavage of LC3 substrate; inhibition, % at 8.33 µM; ATG4B cleavage of LC3-PLA2, NBD-HPC fluorescence, 1 h; Q9Y4P1; AID 504462; 340,000 compounds, 0.51% hits; in the data active = inhibition above about 40%
Gli-Sufu block = blocks Gli-Sufu signaling in a luciferase reporter; Sufu-KO-LIGHT fibroblasts, Gli luciferase reporter luminescence; inhibition, % at 5 µM; 340,000 compounds, 0.74% hits;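 active = inhibition above about 55%, limit read from the data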;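 note: 0% = DMSO-treated cells and 100% = wells with medium but no cells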
APJ agonist = agonists of human APJ apelin receptor | 330,000 compounds, 0.11% hits | activation, % at 20 µM | P35414 | AID 2520 | CHO-K1 APJ PathHunter beta-arrestin, luminescence; 0% DMSO wells, 100% apelin;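 active = activation more than six SD over the plate average, tested at 20 µM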;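 note: 0% = DMSO alone and 100% = apelin-13 at 10 nM; some results filed as inactive read as strong as hits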
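Material: CHO-K1 APJ beta-arrestin complementation cell line; Input: cell density 1000 per well; Incubation: compound stimulation 90 min at 25 °C, detection 60 min; Signal: luminescence from split beta-galactosidase complementation, Galacton Star/Emerald II substrate; Controls: DMSO-only wells as negative, 10 nM Apelin-13 as positive control.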
CCR6 antag = antagonists of human CCR6 receptor; P51684; CHO-K1 CCR6 PathHunter beta-arrestin, luminescence, CCL20-stimulated; inhibition, % at 20 µM; 340,000 compounds, 0.49% hits; AID 493098;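 active = compounds whose inhibition of the agonist-driven luminescence signal at 20 µM reaches about 50%, limit read from the data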;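 note: cells stimulated with CCL20 at 14 nM final; plate controls were DMSO with CCL20 for no effect and DMSO without agonist for full effect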
Target sequence (P51684 whole entry, looked up): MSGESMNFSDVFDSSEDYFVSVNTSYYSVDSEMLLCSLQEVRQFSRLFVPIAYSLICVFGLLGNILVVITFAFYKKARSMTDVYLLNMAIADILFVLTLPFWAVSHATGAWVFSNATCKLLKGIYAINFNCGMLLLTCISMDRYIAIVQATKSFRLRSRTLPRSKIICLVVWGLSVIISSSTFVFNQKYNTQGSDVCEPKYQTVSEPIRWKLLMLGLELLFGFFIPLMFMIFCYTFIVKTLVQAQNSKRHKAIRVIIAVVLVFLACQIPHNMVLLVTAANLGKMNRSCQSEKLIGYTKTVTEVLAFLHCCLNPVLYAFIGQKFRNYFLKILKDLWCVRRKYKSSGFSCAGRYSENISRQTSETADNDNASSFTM
EBI2 antag = antagonists of human EBI2 receptor | P32249 | EBI2 beta-arrestin recruitment, luminescence, 7a,25-OHC stimulated | inhibition, % at 5 µM | 360,000 compounds, 0.81% hits | AID 651636; in the data active = inhibition above about 38%;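 note: enzyme fragment complementation signal reports receptor beta-arrestin coupling in cells; 0% = agonist plus DMSO wells and 100% = wells without agonist; some results beyond the cut were filed as inactive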
Target sequence (P32249 whole entry, looked up, the tested form may be a part): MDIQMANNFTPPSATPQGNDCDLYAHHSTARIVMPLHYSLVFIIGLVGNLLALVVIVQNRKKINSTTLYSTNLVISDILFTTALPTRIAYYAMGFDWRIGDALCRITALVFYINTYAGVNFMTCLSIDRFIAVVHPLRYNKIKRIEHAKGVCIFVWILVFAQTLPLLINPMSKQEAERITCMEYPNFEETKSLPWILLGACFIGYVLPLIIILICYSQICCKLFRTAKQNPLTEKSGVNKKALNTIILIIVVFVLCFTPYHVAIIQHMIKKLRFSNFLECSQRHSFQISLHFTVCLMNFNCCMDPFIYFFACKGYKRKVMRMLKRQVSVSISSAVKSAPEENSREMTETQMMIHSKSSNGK
* hit, by the source's call; x = not tested or not shown.

SMILES | UBC13 inh | CXCR6 inh | APJ antag | ATG4B inh | Gli-Sufu block | APJ agonist | CCR6 antag | EBI2 antag
COCCN(C(=O)CSc1ncc(C(F)(F)F)cc1Cl)c1c(N)n(Cc2ccccc2)c(=O)[nH]c1=O | -3 | 0 | -10 | 2 | 1 | -3 | -3 | -2
COc1cc(C2(c3ccc(O)c(OC)c3)C(=O)Nc3c(C)cc(Br)cc32)ccc1O | -10 | 9 | -21 | -2 | -1 | -4 | -5 | -9
COC(=O)c1cccc(N2C(=O)C(Cl)=C(N3CCOCC3)C2=O)c1 | -13 | 1 | 4 | -3 | 12 | 1 | 2 | 3
Cn1c(=O)[nH]c(=O)c2c1nc(CN1CCN(c3ccccc3F)CC1)n2CCCc1ccccc1 | 3 | -9 | 9 | -2 | 0 | -5 | 11 | 12
CCOC(=O)c1cnc2c(C)cccc2c1NCCc1ccc(OC)c(OC)c1 | 11 | -6 | 18 | -17 | 5 | -3 | 6 | 17
CC(C)(C)NC(=O)C(c1ccncc1)N(Cc1ccc(F)cc1)C(=O)c1ccc(-c2ccccc2)[nH]1 (centres undefined) | 15 | 3 | -10 | 3 | -25 | -3 | 5 | -6
CCOC(=O)/C(=N\Nc1ccccc1)S(=O)(=O)c1ccccc1 | 1 | -2 | -5 | -5 | -9 | -2 | 19 | -1
Cc1ccc(NC(=O)c2ccc(OC(F)F)cc2)cc1S(=O)(=O)N(C)C | 2 | -4 | -14 | 0 | -9 | 6 | -4 | 3
CCCN(CC1CC1)C(=S)NC(=O)c1cc(Br)ccc1Cl | 10 | 16 | 27 | -4 | 3 | -5 | 34 | 0
CCCCCOC(=O)CSc1nc2c(c(=O)[nH]c(=O)n2C)n1CCc1ccccc1 | 0 | 0 | -9 | -11 | 1 | -5 | 5 | 1
CC(C)CC1=NN(C(=O)c2ccncc2)C(O)(C(F)(F)F)C1 (centres undefined) | -4 | -3 | 2 | 6 | -9 | 4 | 2 | 3
Cc1ccc(Cl)cc1N(CC(=O)NC1CCCCC1)S(C)(=O)=O | -2 | -4 | -20 | -13 | -3 | 1 | -5 | -9
CC(=O)c1c(COC(=O)c2ccco2)nc2ccccc2[n+]1[O-] | -5 | 6 | 4 | 3 | 2 | -6 | -7 | 1
O=C(Nc1ccc(-n2cccn2)cc1)C1CCN(Cc2ccccn2)CC1 | 5 | -1 | 2 | 28 | 11 | -3 | -1 | -9
CC(=O)Nc1nnc(CCS(=O)(=O)c2ccc(C)cc2)s1 | 11 | -1 | 4 | -6 | -2 | -3 | 5 | -7
CCOC(=O)c1nnc(-c2ccccc2)nc1NC | -5 | 0 | 0 | -2 | 4 | -2 | 6 | -4
O=C(/C=C/c1ccccc1)NC(=S)Nc1ccc(N2CCOCC2)cc1 | 2 | -2 | 4 | -16 | -6 | 3 | -6 | 4
COC(=O)CC(NC(=O)c1ccc(C)cc1)c1ccccc1 (centres undefined) | 8 | -6 | -8 | 1 | -2 | -6 | -25 | -2
Nc1nc(SCCO)[nH]c(=O)c1NC(=O)c1ccc(Br)o1 | -7 | 2 | 3 | 5 | 23 | -3 | -2 | 0
N#C/C(=C\c1cn(Cc2ccccc2F)c2ccccc12)C(=O)NCc1ccco1 | 12 | -4 | -25 | -9 | -17 | -3 | 8 | 15
CN1c2ccccc2C(O)=C(C(=S)Nc2ccc(Cl)cc2)S1(=O)=O | -2 | -2 | -12 | 5 | 6 | 1 | -1 | 1
O=C1CCC(c2ccccc2)c2ccccc21 (centres undefined) | 2 | 9 | 2 | 3 | -1 | 1 | 21 | -4
Cc1cccc(C)c1OCc1n[nH]c(=S)o1 | -2 | 6 | 10 | 1 | 4 | 0 | -2 | 5
C[C@]12C=CC(=O)C=C1CC[C@H]1[C@@H]3C[C@@H](O)[C@](O)(C(=O)CO)[C@@]3(C)C[C@H](O)[C@@]12F | -26 | -1 | -2 | 3 | 5 | -1 | 12 | 4
Cc1ccccc1-n1c2nc(=O)n(C)c(=O)c-2cc2ccccc21 | 7 | 5 | 5 | 4 | 11 | -8 | -23 | 1
O=c1c2ccccc2c(-c2ccccc2)nn1-c1ccccc1 | 4 | 10 | 14 | 2 | 3 | 0 | 14 | -14
CCOC(=O)N1CCC(NC(=O)CCC(=O)N2CCOc3ccc(C)cc32)CC1 | 9 | 3 | 14 | -2 | 4 | -3 | 8 | -3
CC(=O)C1=C(C)Nc2ncnn2C1c1ccc(Cl)cc1 (centres undefined) | 5 | 6 | 1 | -13 | 4 | 3 | -4 | -2
O=[N+]([O-])c1ccc2[nH]c3nc4ccccc4nc3c2c1 | -13 | 6 | 15 | 3 | 57* | -1 | -2 | -4
O=C1CC/C=C\C[C@@H](CC(=O)N(CCO)Cc2ccccc2)C(=O)N2CCC[C@H]2CO1 | 5 | 6 | -6 | 4 | -12 | -2 | 3 | -1
Cc1ccc(C)c(C(=O)CCC(=O)Nc2ccc(N3CCN(C)CC3)cc2C)c1 | 14 | 1 | 0 | 2 | 12 | -1 | 16 | -5
COc1ccc(NS(=O)(=O)c2ccc(C)c(C(=O)NCc3cccnc3)c2)cc1 | 0 | 5 | 17 | 9 | -9 | 2 | 3 | -2
CC1CCN(S(=O)(=O)c2ccc(S(=O)(=O)NCc3ccccc3)cc2)CC1 | 19 | -8 | 11 | -4 | 10 | -2 | -5 | -4
Cc1onc(C(=O)NCCc2ccccc2)c1[N+](=O)[O-] | -6 | -8 | 19 | -4 | -6 | -5 | 6 | 2
Cc1cccc(N(CC(=O)Nc2ccc(CC#N)cc2)S(C)(=O)=O)c1 | -1 | 6 | -10 | -5 | -19 | 6 | 2 | -15
CCn1c(SCC(=O)Nc2cc(C)on2)nnc1-c1cccs1 | -7 | 1 | 3 | -3 | 5 | 0 | 5 | -4
Cc1onc(-c2c(F)cccc2Cl)c1C(=O)NC1=NCCS1 | -10 | -4 | -4 | -6 | 1 | 1 | 1 | 0
Cc1cc(C)c2ccc3c(C)c(C)n(C)c3c2n1 | 11 | -4 | -5 | -19 | 1 | -1 | 11 | 2
O=C(Oc1ccc(-c2csnn2)cc1)c1cccs1 | -9 | 7 | 9 | 6 | 2 | -4 | -4 | -1
N#Cc1cccc(NC(=O)Cn2cnc(S(=O)(=O)N3CCCC3)c2)c1 | -4 | -1 | 12 | 3 | -1 | -3 | 15 | -15
CCOC(=O)c1cn(CC2CC2)c2cc(F)c(F)cc2c1=O | 11 | 0 | 1 | -10 | 0 | -4 | -29 | -7
CN(C)CCNS(=O)(=O)c1ccc2c3c(cccc13)C(=O)N2 | -23 | 3 | -13 | -7 | 2 | -1 | 3 | -11
COc1cc(/C=N/NC(=O)c2ccncc2)ccc1OCCN1CCCCC1 | -9 | -6 | 7 | -3 | 4 | -2 | 1 | -1
OCC1(CO)COC(c2ccccc2)=N1 | 4 | 10 | 16 | -3 | -4 | -4 | 3 | 7
CC(C)(C)NC(=O)CCN(/N=C/c1ccccc1)C1=NS(=O)(=O)c2ccccc21 | -5 | 0 | -8 | -3 | 12 | -3 | 3 | 9
O=C(O)c1ccccc1CSc1nc2ccccc2[nH]1 | 1 | -5 | -3 | -9 | -8 | 2 | 6 | -6
COc1cccc(N2CCN(C(=S)Nc3cccc(C)c3)CC2)c1 | 0 | -3 | 0 | 1 | 10 | -3 | -3 | -1
COc1ccc(CCNC(=O)C2CC(=O)N(c3ccc(Br)cc3)C2)cc1OC (centres undefined) | -2 | -6 | -8 | -12 | -8 | -2 | -8 | 13
COCCNC(=O)c1ccccc1NC(=O)c1ccccc1SC | -5 | 4 | -9 | -8 | 2 | 0 | -3 | 5
COc1ccc(OC)c(/C=C2\SC(=S)N(Cc3cccnc3)C2=O)c1 | -26 | 10 | -6 | -1 | 11 | -2 | 27 | 0
C#CCOCCOCCOCCNc1nc(OC)nc(N2CCN(C(=O)[C@H](CCC(=O)O)n3cc(C(N)CO)nn3)CC2)n1 (some centres undefined) | -10 | 2 | -3 | -11 | 27 | -1 | -2 | 7
O=C(CSc1ccccc1)NCc1ccccn1 | 4 | -9 | -8 | -8 | -1 | 1 | 8 | 3
CCOP(=O)(c1ccc(N(C)C)cc1)C(O)c1ccccc1F (centres undefined) | 0 | 4 | -1 | 5 | 22 | -2 | -2 | -5
CC(C)(O)CC[C@@H](O)[C@](C)(O)C1CC[C@@]2(O)C3=CC(=O)[C@]4(O)C[C@@H](O)[C@@H](O)C[C@]4(C)C3CC[C@]12C (some centres undefined) | 4 | -2 | -3 | 3 | x | -5 | 18 | -2
CC(=O)c1cccc(NC(=O)CSc2ccc(-c3ccco3)nn2)c1 | -5 | -6 | -26 | 5 | 3 | 4 | -6 | 1
CCc1ccccc1Nc1nc(N)nc(CSCC(=O)Nc2ccc(C)c(C)c2)n1 | -8 | -3 | 3 | -13 | 1 | -3 | 15 | -6
Cn1c(N)c(S(=O)(=O)NCc2ccccc2Cl)c(=O)n(C)c1=O | 0 | -5 | -14 | -2 | -3 | -2 | -2 | 3
O=C(COC(=O)/C=C/c1ccc(Cl)cc1)Nc1ccc2c(c1)OCCO2 | 11 | -4 | 9 | -1 | 3 | 2 | 6 | 5
CNC1=CC(=O)CC(c2ccccc2)C1 (centres undefined) | -9 | -6 | 1 | -7 | -4 | -1 | 4 | 9
COc1cc(OC)c(OC)cc1CN1CCCC(C(=O)c2ccccc2SC)C1 (centres undefined) | 22 | 6 | 14 | 5 | 14 | -5 | 2 | 2

Five records drawn at random from those above:
SMILES | UBC13 inh | CXCR6 inh | APJ antag | ATG4B inh | Gli-Sufu block | APJ agonist | CCR6 antag | EBI2 antag
C#CCOCCOCCOCCNc1nc(OC)nc(N2CCN(C(=O)[C@H](CCC(=O)O)n3cc(C(N)CO)nn3)CC2)n1 (some centres undefined) | -10 | 2 | -3 | -11 | 27 | -1 | -2 | 7
COc1cc(OC)c(OC)cc1CN1CCCC(C(=O)c2ccccc2SC)C1 (centres undefined) | 22 | 6 | 14 | 5 | 14 | -5 | 2 | 2
CCc1ccccc1Nc1nc(N)nc(CSCC(=O)Nc2ccc(C)c(C)c2)n1 | -8 | -3 | 3 | -13 | 1 | -3 | 15 | -6
CCOC(=O)c1cn(CC2CC2)c2cc(F)c(F)cc2c1=O | 11 | 0 | 1 | -10 | 0 | -4 | -29 | -7
N#Cc1cccc(NC(=O)Cn2cnc(S(=O)(=O)N3CCCC3)c2)c1 | -4 | -1 | 12 | 3 | -1 | -3 | 15 | -15

Following part
SMILES | UBC13 inh | CXCR6 inh | APJ antag | ATG4B inh | Gli-Sufu block | APJ agonist | CCR6 antag | EBI2 antag
O=C(NC1CCCC1)c1cc2c(ccc3ccccc32)o1 | -2 | -1 | -12 | -4 | -112 | 1 | 15 | 13
COc1cccc(CN2CCN(CCCc3ccccc3)C(CCO)C2)c1O (centres undefined) | 0 | -3 | 18 | 4 | 5 | 0 | 0 | -2
Cc1ccc(NC(=O)c2cc(S(=O)(=O)N3CCCC3)cn2C)cc1 | 6 | -3 | 9 | -24 | -5 | 5 | 10 | -3
COC(=O)CSc1nnc(-c2sc3ccccc3c2Cl)o1 | 9 | -10 | -10 | -11 | 5 | 2 | -20 | -1
Cc1nc(SCC(=O)c2cc3ccccc3oc2=O)c(C#N)c(-c2ccccc2)c1C(=O)Nc1ccccc1 | -5 | 5 | 9 | -6 | 9 | -2 | 23 | -2
O=C(NCCOC(=O)c1ccc(Cl)cc1)c1cccnc1 | 2 | -3 | 16 | 11 | x | -5 | 13 | 1
COc1cccc(-c2nc(CS(=O)(=O)CC(=O)N3CCN(C4CCCCC4)CC3)c(C)o2)c1 | 9 | -2 | 8 | -13 | 17 | -3 | -1 | 3
O=C(O)CCCn1cc(NC(=O)COc2ccccc2F)cn1 | -2 | -5 | 6 | 0 | -12 | -2 | 10 | -3
O=C(CN1C(=O)C2C3C=CC(C3)C2C1=O)Nc1cccc(S(=O)(=O)N2CCCC2)c1 (centres undefined) | 0 | -3 | -8 | -1 | -7 | -1 | 9 | -4
CSc1ncccc1C(=O)OCC(=O)NC1CCCCC1 | 3 | 1 | 5 | -6 | 7 | -3 | 6 | -1
